# Source: PubChem (several laboratories)
# Siah-1 displacement: Siah-1 peptide-binding antagonists, primary screen, biochemical, fluorescence polarization, rhodamine-plectin, uHTS (AID 1817) | Siah-1 / rhodamine-plectin peptide fluorescence polarization; higher % means a stronger effect | displacement, % at 20 µM, or IC50 in µM where a hit was titrated | 0.02% of 290,000 active;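 active means displacement of at least 50% at 20 µM, with a fluorescence ratio check between 0.3 and a set limit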;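 further: plate controls were Siah plus tracer with DMSO for no effect and tracer alone without Siah for full effect; strong numbers were not always called active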
# RSV antiviral HEp-2: RSV antiviral activity via CPE protection, HEp-2 cells, primary 10 µM value included (AID 2391); HEp-2 cells, RSV-induced CPE inhibition; higher % means a stronger effect; CPE inhibition, % at 10 µM; hits with a dose series show IC50 in µM; 0.13% of 310,000 active; in the data active means a potency from the dose series; inconclusive means CPE inhibition mostly from about 23% at the one dose, without a potency; inactive means the rest, 99 in 100 with CPE inhibition below about 21%; further: strong numbers were not always called active
# Large T inhibition: TAg ATPase/helicase activity blockers – biochemical (AID 1903); SV40 large T antigen ATPase/helicase inhibition assay; higher % means a stronger effect; 0.39% of 310,000 active; inhibition, % at 20 µM; hits with a dose series show IC50 in µM; in the data active means a potency from the dose series; inconclusive means inhibition mostly from about 32% at the one dose, without a potency; inactive means the rest, 99 in 100 with inhibition below about 32%; further: strong numbers were not always called active
# Rac1 GTP hydrolysis: MgcRacGAP GTPase-activating activity inhibitors, confirmation, biochemical, ADP Hunter fluorescence; MgcRacGAP-stimulated Rac1 GTP hydrolysis, ADP Hunter fluorescence; higher % means a stronger effect; GST-tagged Rac1 F28L mutant substrate; 0.6% of 340,000 active; one-dose inhibition, % at 30 µM; IC50 in µM for titrated hits;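 active means first-screen hits whose inhibition reached a set limit at any dose in the follow-up dose series; inconclusive means inhibition above the set first-screen limit but never retested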;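 further: fluorescence reports GDP produced by GAP-driven GTP hydrolysis; strong numbers were not always called active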
# XIAP antagonists: XIAP antagonists, biochemical, IAP family, fluorescence polarization (AID 1018); XIAP BIR domain, fluorescence polarization peptide displacement; higher % means a stronger effect; displacement, % at 20 µM, or IC50 in µM where a hit was titrated; 0.007% of 200,000 active; in the data active means displacement above about 50%; further: a part of the inactive calls stands beside numbers as strong as those of hits
# HIV fusion peptide: inhibitors of HIV fusion peptide binding, primary screen, biochemical, uHTS, fluorescence dequenching (AID 1986); 0.3% of 290,000 active; cell-free peptide binding, fluorescence dequenching, 30 min; higher % means a stronger effect; one-dose inhibition, % at 20 µM; IC50 in µM for titrated hits; in the data active means inhibition mostly above about 52%, no sharp cut-off; inactive means mostly below about 76%; further: some results filed as inactive read as strong as hits
# AID2073: inhibitors of Mint1-CaV2.2 protein interaction, biochemical, HTRF (AID 2073). HTRF protein-protein interaction, Mint1-CaV2.2; higher % means a stronger effect. 0.19% of 290,000 active. one-dose inhibition, % at 20 µM; IC50 in µM for titrated hits; in the data active means inhibition mostly above about 51%, no sharp cut-off; inconclusive means no clear call, values can overlap the other calls; inactive means mostly below about 53%; further: some results filed as inactive read as strong as hits
# LYP inhibition: inhibitors of LYP phosphatase, biochemical, fluorescence intensity, uHTS (AID 1779); recombinant LYP phosphatase, fluorescence intensity; higher % means a stronger effect; inhibition, % at 11.5 µM; hits with a dose series show IC50 in µM; 0.054% of 290,000 active; in the data active means inhibition above about 50%;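 further: plate controls were vehicle with enzyme for no effect and no enzyme for full effect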
# NS5 inhibitors: flavivirus cap methylation enzyme inhibition – biochemical, confirmation dose response, primary screen (AID 588689); Dengue-2 NS5 methyltransferase capping enzyme assay, biochemical; higher % means a stronger effect; one-dose inhibition, % at 25 µM; IC50 in µM for titrated hits; 0.3% of 340,000 active; in the data active means a potency from the dose series; inconclusive means inhibition above about 29% without an active follow-up result
# The depositor's hits bear a star; u = inconclusive; x = not tested or not shown.
canonical_smiles	Siah-1 displacement	RSV antiviral HEp-2	Large T inhibition	Rac1 GTP hydrolysis	XIAP antagonists	HIV fusion peptide	AID2073	LYP inhibition	NS5 inhibitors
CCOC(=O)c1cc(S(=O)(=O)N2CCOCC2)cn1C	-2%	1.0%	5%	-24%	x	0.2%	-2%	-10%	0%
Cc1ccc(S(=O)(=O)N2CCCC2)cc1S(=O)(=O)N1CCCC1	2%	0.3%	0%	9%	-4.6%	-2.1%	2%	3%	2%
Cc1nc(C)n(CC(C)C(=O)N2CCN(S(=O)(=O)c3ccccc3)CC2)n1 (configuration not stated)	-8%	0.3%	-7%	-2%	x	-1.8%	10%	-8%	10%
COc1cc(-c2noc(-c3cccs3)n2)cc(OC)c1OC	-1%	3.8%	4%	12%	-7.6%	2.9%	10%	4%	-3%
CCOC(=O)NCCc1c(C)nc2c(c(C)nn2C(C)(C)C)c1C	0%	10%	0%	8%	-1.1%	0.6%	0%	-9%	-4%
Cc1cc(Br)c(OCc2ccc(C(=O)N/N=C3\CC4CC=CC34)cc2)c(Br)c1 (configuration not stated)	-2%	8.7%	16%	11%	-6.8%	-1.6%	10%	11%	2%
COc1cc(NC(=O)CSc2nc3ccccc3cc2C)c(C(=O)O)cc1OC	2%	4.9%	11%	3%	-3.6%	10%	7%	0%	0%
Nc1nnn(CC(=O)N/N=C/c2ccco2)n1	4%	x	13%	16%	x	2.1%	1%	3%	-2%
COc1ccc(NC(=O)C(C)Sc2nnc3c4c(nc(-c5ccc(OC)cc5)n23)CC(C)(C)OC4)cc1 (configuration not stated)	-1%	8.3%	-5%	8%	-4.8%	0.3%	24%	2%	-4%
Clc1ccccc1-c1nnc2sc(C3COc4ccccc4O3)nn12 (configuration not stated)	-2%	x	2%	5%	-1.1%	0.5%	12%	3%	3%
O=C(CSc1nc2ccccc2[nH]1)Nc1ccc2c(c1)OCCO2	1%	-0.3%	4%	14%	-3.4%	3.6%	7%	-3%	4%
COc1cc(C(=O)Nc2ccc3ccccc3c2)cc(OC)c1OC	-3%	0.2%	4%	x	x	-0.1%	-5%	2%	x
CCOC(=O)c1c(S(=O)(=O)Nc2ccccn2)c(C)n(C)c1C	4%	0.9%	10%	14%	x	2.8%	9%	-11%	-5%
CCOc1ccc(NC(=O)CSc2nnc(CNC(=O)c3cccs3)o2)cc1	-4%	2.3%	25%	-1%	x	0.7%	-6%	-8%	1%
O=C(NN=C1CCC(=NNC(=O)c2ccccn2)CC1)c1ccccn1	11%	x	-1%	10%	-9.1%	-1.4%	7%	-7%	1%
COc1ccccc1OCCCC(=O)Nc1ccc(N2CCOCC2)cc1	-3%	0.8%	3%	11%	-14%	-2.3%	-1%	0%	-17%
CN(CC(=O)Nc1ccc(N2CCOCC2)cc1)C(=O)CCc1ccccc1Cl	x	-1.1%	19%	3%	x	x	x	x	-1%
Cc1ccc(NC(=O)c2ccc3c(c2)CCN3S(C)(=O)=O)c(C)c1	7%	-0.6%	3%	5%	x	0.0%	0%	-7%	-7%
Cc1cc(F)ccc1S(=O)(=O)N(C(=O)c1ccncc1)c1ccc(OC(=O)c2ccncc2)cc1	3%	-0.4%	51µM*	x	-2.9%	-1.0%	-10%	-4%	x
COc1ccc(C2CC(c3ccccc3)=NN2C(=O)COC(=O)c2cccnc2)cc1 (configuration not stated)	-4%	3.3%	8%	3%	-7.8%	-0.3%	9%	-5%	-10%
O=C(CCCOc1ccc(Cl)cc1)N1CCCCC1	2%	4.2%	-1%	-2%	0.1%	-3.1%	-5%	4%	1%
COC(=O)c1ccc(COc2ccc(Cl)cc2)o1	5%	1.2%	9%	6%	x	-1.0%	14%	-4%	1%
Cc1ccc(C2CCN(C(=O)Nc3ccc(F)cc3)C2)cc1 (configuration not stated)	0%	15%	4%	4%	2.3%	1.8%	1%	-8%	-5%
Cc1ccnc(NS(=O)(=O)c2ccc(NC(=O)Cc3ccccc3)cc2)n1	0%	98%	3%	12%	-3.2%	1.3%	-7%	-5%	2%
Cc1cccc(OC(=O)c2cn(C)nc2C(F)(F)F)c1C	-7%	0.1%	16%	5%	-6.6%	1.1%	4%	-3%	-8%
C1CC1Cc1noc(CN2CCN(C3C4CC5CC(C4)CC3C5)CC2)n1 (configuration not stated)	4%	0.0%	0%	5%	-1.6%	1.1%	-2%	-8%	7%
Cc1cccc(NC(=O)Nc2ccc(Cl)c(Cl)c2)n1	2%	0.5%	-1%	18%	x	0.1%	4%	-8%	-3%
Cc1ccc(N(C)C(=O)c2cc(S(=O)(=O)N3CCCC3)cn2C)cc1	-4%	0.2%	6%	18%	x	0.3%	2%	-10%	3%
Cn1ccnc1Sc1nnnn1-c1ccccc1	1%	-0.7%	-2%	4%	-0.8%	0.4%	-3%	0%	5%
O=S(=O)(NCCN1CCCC1)c1ccc(C(F)(F)F)cc1	1%	0.5%	8%	8%	x	-1.7%	3%	-7%	-3%
CC(=O)OC1C([N+]2(C)CCCCC2)C[C@H]2C3CC[C@H]4C[C@H](OC(C)=O)C([N+]5(C)CCCCC5)CC4(C)[C@H]3CCC12C (some centres not stated)	x	-0.3%	7%	4%	x	x	x	x	-1%
O=C(N/N=C/c1c[nH]c2ccccc12)c1cccs1	12%	5.2%	13%	x	x	-1.7%	5%	3%	x
CC(C)CCOCC(=O)Oc1ccccc1C(=O)O	4%	-0.4%	22%	11%	0.3%	-2.9%	12%	-6%	4%
Cc1ccc(C(c2nnnn2Cc2ccccc2)N2CCN(Cc3ccccc3)CC2)cc1 (configuration not stated)	-1%	1.9%	3%	8%	1.3%	-0.4%	16%	-3%	-5%
O=c1[nH]cnc2c1N1CCC2CC1	3%	0.2%	8%	-3%	-2.5%	0.3%	5%	2%	-4%
O=[N+]([O-])c1ccc(Cl)cc1NCc1cccnc1	x	13%	12%	5%	x	x	x	x	12%
COc1ccc(N2CCN(C(=O)C3CCN(C(=O)c4ccc([N+](=O)[O-])cc4)CC3)CC2)cc1	0%	3.5%	30%	26%	x	6.5%	6%	-3%	-3%
O=C(CCn1ccc2cc(S(=O)(=O)N3CCCC3)ccc21)NCc1cccc(F)c1	-4%	1.9%	9%	-2%	x	1.3%	8%	-11%	0%
COc1ccc(NC(=S)NC(C)C(c2ccccc2)N2CCOCC2)cc1 (configuration not stated)	14%	-0.1%	8%	3%	0.0%	-1.5%	19%	-4%	x
CC(C)c1nc(SCC(=O)N2c3ccccc3CC2C)c2ccccc2n1 (configuration not stated)	3%	8.6%	3%	18%	-3.0%	-0.1%	u	4%	-6%
NC(=NCCc1c[nH]c2ccccc12)NS(=O)(=O)c1cc(F)ccc1F	2%	11%	6%	6%	-0.9%	-1.9%	1%	-5%	1%
CCc1cccc(NC(=O)C2CCN(S(=O)(=O)c3ccc4c(c3)NC(=O)CO4)CC2)c1	0%	12%	8%	-4%	x	-2.6%	6%	-6%	-2%
COc1cc(O)c(CCC(=O)c2cc(OC)c(OC)c(OC)c2)c(OC)c1	5%	2.3%	0%	10%	3.1%	-1.2%	1%	0%	-9%
C/C(=N\NC(=O)c1ccc(F)cc1)c1ccc(NC(=O)Cc2ccccc2)cc1	8%	1.5%	4%	-6%	x	-1.7%	13%	-9%	2%
O=C(CCC1CCCC1)Nc1ccon1	-1%	7.3%	7%	6%	-6.1%	-2.5%	-11%	-3%	2%
C1=C(c2ccccc2)Nc2nnnn2C1	-4%	1.9%	13%	6%	-7.4%	-2.0%	-2%	-7%	-10%
CC(=O)Nc1ccc(N(C(=O)Cn2nnc3ccccc32)C(C(=O)NC2CCCC2)c2ccc(O)c(O)c2)cc1 (configuration not stated)	-2%	-0.8%	9%	6%	-3.4%	3.1%	-7%	-4%	-1%
Cc1c(C)c2ccc(OC3CCCCC3=O)cc2oc1=O (configuration not stated)	5%	3.6%	7%	6%	-1.7%	-1.9%	8%	-8%	-1%
O=C(Nc1ncc(Cc2ccccc2Cl)s1)C1CCCO1 (configuration not stated)	1%	10%	3%	18%	-2.7%	-0.3%	-7%	-6%	-5%
O=S(=O)(c1c(F)cccc1F)N1CCN(C(=S)NCc2ccc3c(c2)OCO3)CC1	4%	1.5%	6%	-10%	-1.1%	0.0%	-4%	-4%	-5%

# Quoted at random: seven records from the list, in no set order.
canonical_smiles	Siah-1 displacement	RSV antiviral HEp-2	Large T inhibition	Rac1 GTP hydrolysis	XIAP antagonists	HIV fusion peptide	AID2073	LYP inhibition	NS5 inhibitors
O=C(CCn1ccc2cc(S(=O)(=O)N3CCCC3)ccc21)NCc1cccc(F)c1	-4%	1.9%	9%	-2%	x	1.3%	8%	-11%	0%
COc1ccc(N2CCN(C(=O)C3CCN(C(=O)c4ccc([N+](=O)[O-])cc4)CC3)CC2)cc1	0%	3.5%	30%	26%	x	6.5%	6%	-3%	-3%
CC(=O)Nc1ccc(N(C(=O)Cn2nnc3ccccc32)C(C(=O)NC2CCCC2)c2ccc(O)c(O)c2)cc1 (configuration not stated)	-2%	-0.8%	9%	6%	-3.4%	3.1%	-7%	-4%	-1%
O=C(CCC1CCCC1)Nc1ccon1	-1%	7.3%	7%	6%	-6.1%	-2.5%	-11%	-3%	2%
O=[N+]([O-])c1ccc(Cl)cc1NCc1cccnc1	x	13%	12%	5%	x	x	x	x	12%
C1=C(c2ccccc2)Nc2nnnn2C1	-4%	1.9%	13%	6%	-7.4%	-2.0%	-2%	-7%	-10%
Cn1ccnc1Sc1nnnn1-c1ccccc1	1%	-0.7%	-2%	4%	-0.8%	0.4%	-3%	0%	5%

# Other results.
canonical_smiles	Siah-1 displacement	RSV antiviral HEp-2	Large T inhibition	Rac1 GTP hydrolysis	XIAP antagonists	HIV fusion peptide	AID2073	LYP inhibition	NS5 inhibitors
CC(=O)c1ccc(N2CCN(C(=O)c3cc4c(s3)CCCC4)CC2)cc1	-6%	u	5%	10%	-2.2%	-0.3%	6%	11%	-1%
CCCCc1c(C)c2ccc(OCC(C)=O)cc2oc1=O	-2%	u	6%	-4%	-5.7%	0.7%	21%	-5%	-2%
CCOC(=O)c1ccc(NC(=O)c2cc(C)nc3ccccc23)cc1	-2%	1.1%	6%	9%	x	-0.6%	15%	-15%	-6%
CC(=O)Nc1cccc(OC(=O)N2CCOCC2)c1	-4%	0.6%	0%	4%	-4.5%	-0.3%	6%	-8%	-3%
O=C(COc1cccc(C(F)(F)F)c1)NCC(c1ccco1)N1CCCCC1 (configuration not stated)	x	-0.8%	10%	-3%	x	x	x	x	-2%

# Laid out differently: entries from further up.
Cc1cccc(NC(=O)Nc2ccc(Cl)c(Cl)c2)n1
  Siah-1 displacement = 2%
  RSV antiviral HEp-2 = 0.5%
  Large T inhibition = -1%
  Rac1 GTP hydrolysis = 18%
  XIAP antagonists = x
  HIV fusion peptide = 0.1%
  AID2073 = 4%
  LYP inhibition = -8%
  NS5 inhibitors = -3%
Cc1c(C)c2ccc(OC3CCCCC3=O)cc2oc1=O (configuration not stated)
  Siah-1 displacement = 5%
  RSV antiviral HEp-2 = 3.6%
  Large T inhibition = 7%
  Rac1 GTP hydrolysis = 6%
  XIAP antagonists = -1.7%
  HIV fusion peptide = -1.9%
  AID2073 = 8%
  LYP inhibition = -8%
  NS5 inhibitors = -1%
